HCMV inh = qHTS Assay for inhibitors of the human cytomegalovirus (HCMV) | HFF cells, HCMV-luciferase reporter, 72 h; hits give low values | activity change, negative = inhibition, % at 57.5 µM | 410,000 tested, 4.5% active | AID 1259415, 2018; in the data active = activity change below about -60%; inconclusive = no clear call, values can overlap the other calls; inactive = above about -39%
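Steps: HFFs plated, 16 h 37C; compounds added; HCMV-luciferase added to MOI 1 PFU/cell; 72 h 37C; OneGlo reagent, 5 min room temperature; luminescence read, normalized to controls.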
Giardia FBPA inh = qHTS Assay for Inhibitors of Fructose-1,6-bisphosphate Aldolase from Giardia Lamblia | 290,000 tested, 0.71% active | Potency, µM (highest dose often 59.6 µM), for the others: top-dose activity, negative = inhibition, actives largely listed as inhibitors | purified Giardia FBPA; also: potency is read from the fitted curve at half-maximal effect; nearly all actives have a fitted effect of over 55% in size
Target sequence (A8B2U2 whole entry, looked up): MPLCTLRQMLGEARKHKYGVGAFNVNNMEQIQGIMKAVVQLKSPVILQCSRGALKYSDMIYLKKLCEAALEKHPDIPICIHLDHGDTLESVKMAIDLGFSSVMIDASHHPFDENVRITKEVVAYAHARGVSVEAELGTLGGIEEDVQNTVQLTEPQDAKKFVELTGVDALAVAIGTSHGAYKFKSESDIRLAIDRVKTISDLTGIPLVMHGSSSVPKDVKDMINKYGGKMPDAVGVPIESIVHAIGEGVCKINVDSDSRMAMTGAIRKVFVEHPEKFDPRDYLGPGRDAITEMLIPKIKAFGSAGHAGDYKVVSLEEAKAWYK
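Giardia FBPA (40 nM reagent) was preincubated 10 min at RT with compound (up to 57.5 uM final), then substrate plus GAPDH/TPI/NAD/arsenate coupling system with diaphorase/resazurin was added; resorufin fluorescence (525/598 nm) was read after 20 min.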
AmpC no deterg = qHTS Inhibitors of AmpC Beta-Lactamase (assay without detergent) | P00811 | AmpC nitrocefin hydrolysis, absorbance 480 nm, 0.0001% Triton | Potency, µM (series often up to 57.1 µM), inactives show at the highest dose activity change, negative = inhibition, actives largely listed as inhibitors | 330,000 tested, 0.52% active | AID 485341, 2010;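 also: potency is read from the fitted curve at half-maximal effect; plate controls were no compound for no effect and no enzyme for full effect; nearly all actives have a fitted effect of over 20% in size; some results filed as inactive show a strong effect at the top dose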
Target sequence (P00811 whole entry, looked up): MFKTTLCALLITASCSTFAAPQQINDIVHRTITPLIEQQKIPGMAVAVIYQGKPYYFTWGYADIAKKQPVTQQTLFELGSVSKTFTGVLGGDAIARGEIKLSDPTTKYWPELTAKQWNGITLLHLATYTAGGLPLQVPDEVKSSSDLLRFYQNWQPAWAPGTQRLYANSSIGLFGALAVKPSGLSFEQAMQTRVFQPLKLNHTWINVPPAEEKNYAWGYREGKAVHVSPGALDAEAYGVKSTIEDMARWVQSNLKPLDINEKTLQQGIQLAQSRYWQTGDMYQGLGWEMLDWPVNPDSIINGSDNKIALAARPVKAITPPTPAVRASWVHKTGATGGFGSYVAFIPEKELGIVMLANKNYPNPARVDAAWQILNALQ
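20 mM phosphate pH 7.0 + 0.01% (detergent screen) or 0.0001% Triton X-100; 5.3 nM AmpC reagent; cpd preinc 15 min RT; nitrocefin (800 uM stock) to start; A480 q20 s × 4 min; Activity was normalised to no-enzyme and no-compound control wells.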
AmpC detergent = qHTS Inhibitors of AmpC Beta-Lactamase (assay with detergent); P00811; AmpC hydrolysis of nitrocefin, absorbance 480 nm, 0.01% Triton; Potency, µM (titrated, usually from 114 µM), without a hit: at the top dose activity change, negative = inhibition, hits mostly inhibitors; 370,000 tested, 0.041% active;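 also: potency is read from the fitted curve at half-maximal effect; 0% = no-compound wells and -100% = no-enzyme wells; nearly all actives have a fitted effect of over 25% in size; some results filed as inactive show a strong effect at the top dose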
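AmpC (5.3 nM in the dispensed reagent) in 20 mM phosphate pH 7.0 with 0.01% (detergent screen) or 0.0001% Triton X-100 was preincubated with compounds for 15 min at room temperature. Nitrocefin was then added from an 800 uM solution, and hydrolysis was followed at 480 nm.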
HCV inh = qHTS Assay for Inhibitors of Hepatitis C Virus (HCV); Potency, µM (doses to about 41.8 µM), inactives show top-dose activity change, negative = inhibition, usual class: inhibitors; Huh7.5.1 HCVcc-Cre infection, luciferase reporter, 44 h; AID 651820, 2012; 340,000 tested, 3.4% active; also: potency is read from the fitted curve at half-maximal effect
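Infectious HCV cell culture screen: compound-treated cells (1,000/well, pre-plated 4 h) are infected with HCVcc-Cre at roughly 0.5 moi and grown 44 h. Infection is quantified by luciferase signal after 15 min substrate incubation at room temperature.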
Sm TGR block = qHTS Assay for the Inhibitors of Schistosoma Mansoni Peroxiredoxins. 360,000 tested, 3% active. purified TGR, DTNB reduction, TNB absorbance 405 nm. Potency, µM (doses to about 114 µM), for the others: at the top dose activity change, negative = inhibition, hits mostly inhibitors. Schistosoma mansoni thioredoxin glutathione reductase (TGR), Q962Y6; also: potency is read from the fitted curve at half-maximal effect; nearly all actives have a fitted effect of over 60% in size
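First, TGR (20 nM dispensed) and NADPH were mixed with compound. Second, a 15 min room-temperature incubation followed. Third, further NADPH and then DTNB were added to start the reaction. Finally, TNB absorbance was monitored kinetically.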
Numbers without * were called inactive; ? = inconclusive; . = not tested or not shown; & = joins results of further samples; [ ] = dose if it differs, or a comment. Unless noted, calls follow the shape of the dose curve; as a rule, active = well fitted curve in the direction sought with a large enough effect; inconclusive = small, poorly fitted or top-dose-only effect, or another doubt; inactive = no such curve, though single readings can be large; an effect the other way counts as inactive or inconclusive. Unless noted, % is scaled to controls: 0 for no effect and ±100 for the full control effect.

cpd	SMILES	HCMV inh	Giardia FBPA inh	AmpC no deterg	AmpC detergent	HCV inh	Sm TGR block
1	Cc1ccc(C)c(Cn2c3ccccc3c3cnn(CC(=O)NCCN4CCOCC4)c(=O)c32)c1	51.9	-5.1%	202.3%[activator]	1.9%	-27.6%	-18.9%
2	CN(C)S(=O)(=O)c1ccc(N2CCCC2)c(C(=O)NNC(=O)COc2cccc(F)c2)c1	11.0	.	-10.9%	7.9%	1.4%	6.9%
3	CS(=O)(=O)N1CCC(C(=O)Nc2cc(Cl)ccc2Cl)CC1	-26.7	-1.8%	-7.4%	-0.1%	4.9%	-0.3%[57.1 µM]
4	CC1(C)C([N+](=O)[O-])C(c2ccc(F)cc2)NC(c2ccc(F)cc2)C1[N+](=O)[O-] (configuration not stated)	-24.3	-0.5%	-9.7%	2.0%	21.9%	7.5%
5	FC(F)(F)c1cccc(Cc2noc(CN3CCCC(OCc4ccccn4)C3)n2)c1 (configuration not stated)	10.4	-3.4%	169.9%[activator]	7.0%	12.8%	0.0%
6	CC(C)(C)n1ncc2c(=O)n(CC(=O)Nc3ccc4c(c3)OCO4)cnc21	-16.1	-0.3%	-23.3%	?	-9.1%	5.1%
7	O=C(N/N=C\c1cccnc1)c1cc(-c2ccc(Cl)s2)[nH]n1	10.1	-4.5%	-35.3%	-12.1%	7.4%	3.1%
8	Cc1nc2ccccn2c1/C(O)=C1\C(=O)C(=O)N(CCCn2ccnc2)C1c1ccncc1 (configuration not stated)	-7.7	-8.4%	-10.0%	3.8%	7.8%	0.0%
9	Cc1cc(=O)oc2cc(OCC(=O)Nc3ccc(F)cc3F)ccc12	-8.7	.	-8.0%	-13.5%	-7.1%	4.1%
10	CC(=O)c1cccc2c(O)c(C3=Nc4ccccc4C3=O)[nH]c12	55.6	?	-20.8%	?	-9.6%	?
11	COC(=O)[C@]12C(=O)NC[C@H](CN1c1ccc(Cl)c(C)c1)N2C	-15.1	.	-18.1%	.	?	.
12	CC(C)NC(=O)CSc1nnc(-c2ccc3ncccc3c2)n1C	-1.1	-1.1%	-22.1%	3.0%	6.5%	10.0%
13	COc1ccc(C)cc1N(CC(=O)NC(C)c1ccccc1)S(C)(=O)=O (configuration not stated)	-5.8	17.9%	0.7%	3.0%	15.7%	0.1%
14	COC(=O)c1cc(-c2cccs2)[nH]n1	3.2	-1.0%	5.3%	2.7%	-3.4%	.
15	C=CC[C@H](CC(=O)N(CCO)Cc1ccccc1)C(=O)N[C@H](COC(=O)[C@@H](CC=C)Cc1ccc(F)cc1)Cc1c[nH]c2ccccc12	0.5	.	37.7%	.	?	.
16	O=C(CCN1C(=O)S/C(=C\c2ccc(F)cc2)C1=O)Nc1ccc(O)cc1C(=O)O	-22.0	.	-18.8%	-1.4%	14.1%	2.0%
17	COc1ccc(-n2c(=O)c3c4c(sc3n(Cc3ccc(C)cc3C)c2=O)CCC4)c(OC)c1	2.0	.	.	-3.6%	.	0.0%
18	CC(C)(C)c1ccc(-c2nc(C=O)c3ccccn23)cc1	-31.8	-10.2%	-2.9%	?	-51.6%	-19.0%
19	O=C(NCc1ccccn1)C(=O)NCC(c1ccco1)N1CCOCC1 (configuration not stated)	0.0	-1.6%	4.1%	1.9%	10.7%	4.9%
20	Cc1cc(Cl)ccc1NS(=O)(=O)c1cc2[nH]c(=O)c(=O)[nH]c2cc1C	2.5	.	.	17.3%	.	-2.2%
21	CCn1cc(C(=O)NCc2cccc(F)c2)c(=O)c2cc(F)c(N3CCN(C(=O)c4ccco4)CC3)cc21	-86.0*	3.8%	117.3%[activator]	0.4%	?	-16.4%
22	N/N=C(\c1ccccc1)c1cc(Br)ccc1N	?	-4.6%	-18.8%	-12.2%	23.0%	1.2%
23	CC(=O)c1cccc(-n2c(CCC(=O)O)ccc2-c2ccc(C)cc2)c1	.	9.2%	-27.1%	3.9%	9.4%	31.6µM*
24	O=C1Nc2cc(C(=O)N3CCC4(CC3)OCCO4)ccc2NC1CSCc1cccc(F)c1 (configuration not stated)	.	.	79.4%[activator]	1.2%	.	50.1µM*
25	C=CCn1c(SCC(=O)Nc2ccccc2)nnc1-c1cccc(S(=O)(=O)N2CCOCC2)c1	32.7	0.1%	82.1%[activator]	-19.9%	-18.2%	4.2%[11.4 µM]
26	Cc1cc(C(=O)O)c(C)n1Cc1ccncc1	-14.2	-1.9%	-14.9%	5.1%	18.2%	6.3%
27	Cc1cc(C)nc(SCc2ccc(C(=O)N/N=C3\CCCC(=O)C3)cc2)n1	26.4	-10.6%	-14.0%[11.4 µM]	?	?	-11.0%
28	CC1CCCCC1NC(=O)C1CCN(C(=O)NC2CCCCC2)CC1 (configuration not stated)	10.0	16.6%	-19.7%	-10.6%	22.5%	-4.9%
29	CCN1C(=O)/C(=C2\C=Cc3cc(C)ccc3N2CC)OC1=S	-33.7	-5.5%	-16.8%	-0.5%	17.5%	-18.4%
30	CN(C)CCNC(=O)Cn1ccc2cc(S(=O)(=O)N3CCCCCC3)ccc21	-26.9&-20.4	-3.5%	8.7%	-1.2%&27.1%	-1.4%	-0.2%&6.4%

8 of these compounds in another layout:
Order of values: HCMV inh	Giardia FBPA inh	AmpC no deterg	AmpC detergent	HCV inh	Sm TGR block
4	CC1(C)C([N+](=O)[O-])C(c2ccc(F)cc2)NC(c2ccc(F)cc2)C1[N+](=O)[O-] (configuration not stated)
  -24.3	-0.5%	-9.7%	2.0%	21.9%	7.5%
5	FC(F)(F)c1cccc(Cc2noc(CN3CCCC(OCc4ccccn4)C3)n2)c1 (configuration not stated)
  10.4	-3.4%	169.9%[activator]	7.0%	12.8%	0.0%
6	CC(C)(C)n1ncc2c(=O)n(CC(=O)Nc3ccc4c(c3)OCO4)cnc21
  -16.1	-0.3%	-23.3%	?	-9.1%	5.1%
7	O=C(N/N=C\c1cccnc1)c1cc(-c2ccc(Cl)s2)[nH]n1
  10.1	-4.5%	-35.3%	-12.1%	7.4%	3.1%
8	Cc1nc2ccccn2c1/C(O)=C1\C(=O)C(=O)N(CCCn2ccnc2)C1c1ccncc1 (configuration not stated)
  -7.7	-8.4%	-10.0%	3.8%	7.8%	0.0%
9	Cc1cc(=O)oc2cc(OCC(=O)Nc3ccc(F)cc3F)ccc12
  -8.7	.	-8.0%	-13.5%	-7.1%	4.1%
10	CC(=O)c1cccc2c(O)c(C3=Nc4ccccc4C3=O)[nH]c12
  55.6	?	-20.8%	?	-9.6%	?
11	COC(=O)[C@]12C(=O)NC[C@H](CN1c1ccc(Cl)c(C)c1)N2C
  -15.1	.	-18.1%	.	?	.

More entries
cpd	SMILES	HCMV inh	Giardia FBPA inh	AmpC no deterg	AmpC detergent	HCV inh	Sm TGR block
31	COc1ccc(S(=O)(=O)N(C)C[C@H]2Oc3ccc(NC(=O)CCC(F)(F)F)cc3C(=O)N([C@H](C)CO)C[C@@H]2C)cc1	17.8	.	161.6%[activator]	.	12.3%	.
32	CC(O)(CS(=O)(=O)Cc1ccc(Cl)cc1)C(=O)Nc1cccc(C(F)(F)F)c1 (configuration not stated)	-102.6*	-1.6%	23.5%	-1.2%	-0.5%	-18.6%
33	CC(C)(C)OC(=O)[C@H](Cc1ccccc1)NC(=O)c1nc[nH]c1C(=O)N1CCN(C(=O)OC(C)(C)C)CC1	-9.0	?	259.1%[activator]	-7.4%	?	5.9%
34	O=C(CSc1n[nH]c(-c2ccccc2Cl)n1)N1CCN(c2ccccc2)CC1	36.7	.	.	19.5%	.	1.1%
35	Cc1ccc(NC(=O)c2cnc(SCC(=O)NCC3CCCO3)n(C)c2=O)cc1 (configuration not stated)	71.5	.	?	-1.0%	?	1.7%
36	Cn1c(=O)c2sccc2n2c(CCCC(=O)N3CCN(c4ccccn4)CC3)nnc12	-27.1	.	-0.2%	-2.9%	4.3%	2.0%
37	CCn1cc[n+](C)c1P(c1ccccc1)c1ccccc1	-76.2*	-2.0%	-3.7%	-4.9%	8.6%	-8.9%
38	CC(=O)Nc1c(O)nc(SCc2ccc(Cl)cc2)[nH]c1=O	11.3	4.0%	-27.2%	-17.3%	-0.9%	-9.1%
39	COc1ccc(C(=O)Nc2ccc(N3CCCC3)cc2)cc1Br	-28.3	4.9%	-17.3%	-14.5%	?	?
40	CC(C)CN(CCNC(=O)CCN1N=C(c2ccccc2)CCC1=O)CC(C)C	-23.9	.	.	0.1%	.	10.4%
41	COCCCNC(=O)Cn1c(=O)n(Cc2ccc(F)cc2)c(=O)c2sccc21	.	13.3%	1.8%	?	27.9%	-0.7%
42	Cc1ccc(S(=O)(=O)n2[nH]c(=O)cc2N)cc1	1.0	3.5%	-22.2%	6.9%	0.5%	-10.9%
43	CC(C)(CCl)C(=O)Nc1ccc(Sc2ccc(F)cc2)cc1	?	-14.4%	-38.6%	-13.5%	-12.8%	0.0%
44	Cc1cccc(OCCCC(=O)Nc2ccc3c(c2)OCO3)c1	-18.9	-2.4%	-19.6%	-11.1%	-9.0%	-2.1%
45	COc1ccc(CCNC(=O)C(=O)NCc2ccccn2)cc1	-26.3	-3.4%	-6.3%	-3.4%	8.2%	.
46	CC(C)(C)NC(=O)C(c1cccnc1)N(C(=O)c1ccc(Cl)nc1)C1CCCC1 (configuration not stated)	-4.9	?	-18.1%	5.2%	17.2%	3.8%
47	O=C(O)CC(C(=O)Nc1ccc(F)cc1)C1CCCO1 (configuration not stated)	2.3	-0.2%	-14.6%	2.5%	-2.9%	-4.2%
48	CCOC(=O)C1(Cc2cccc(Cl)c2)CCCN(C(=O)c2cccc(C)n2)C1 (configuration not stated)	1.1	7.6%	120.7%[activator]	-1.5%	17.8µM*	0.4%
49	COc1ccc(Cl)cc1NC(=O)CN1CCC(NC(=O)C2CC2)CC1	-76.5*	-1.0%	37.0%[activator]	-2.5%	-17.4%	-11.3%
50	O=C(NNC1CC(=O)N(c2ccc(F)cc2)C1=O)c1cccnc1 (configuration not stated)	-21.3	0.9%	-16.1%	3.5%	23.8%	7.94µM*
51	CCCN(CCC)CCNc1c(NC2CCN(C(=O)OCC)CC2)c(=O)c1=O	-5.2	-0.5%	-3.5%	-2.0%	5.2%	1.7%
52	CC(=O)N1CCCc2cc(S(=O)(=O)N3CCc4ccccc4C3)ccc21	-14.4	6.4%	44.2%	2.4%	-15.6%	-6.4%
53	CCCCNc1oc(-c2ccc(COc3ccc(OC)cc3)o2)nc1C#N	-11.9	.	.	-7.5%	.	0.0%
54	Cc1ccc(NS(=O)(=O)c2ccc3c(c2)NC(=O)C(C)C(=O)N3)c(Cl)c1 (configuration not stated)	?	-18.1%	-46.6%	-10.7%	5.2%	-0.7%
55	Cc1cc(NC(=O)c2ccc3[nH]c(C)c(C)c3c2)ccn1	-2.0	-0.5%	-19.2%	6.9%	2.51µM*	15.9%

Bioassay records from PubChem BioAssay.
